# Screens (PubChem)
# Tau fibril ThT: tau fibrillization inhibition (ThT binding) | P10636 | recombinant tau K18 P301L, heparin-induced fibrillization, ThT fluorescence | Potency, µM (highest dose often 57.4 µM), inactives show top-dose activity, negative = inhibition, usual class: inhibitors | 270,000 tested, 2.1% active | AID 1460; further: on the % scale 0 is the no-effect control and ±100 the full control effect; nearly all actives have a fitted effect of over 55% in size
# Target sequence (P10636 561-689 P618L limits assumed): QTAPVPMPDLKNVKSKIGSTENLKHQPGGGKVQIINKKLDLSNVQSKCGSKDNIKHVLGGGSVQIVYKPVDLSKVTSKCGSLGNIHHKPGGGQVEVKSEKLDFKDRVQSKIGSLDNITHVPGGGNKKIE
#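 Aggregation was driven by heparin (20 uM final) acting on recombinant tau […] bearing P301L in 100 mM sodium acetate pH 7; fibrils were detected with Thioflavin T.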
# HTT ATP protect: Huntington cell model cytoprotection by ATP luminescence. PC12 HTT-Q103 induced, cytoprotection, ATP luminescence, 40 h. Potency, µM (series often up to 56.4 µM), without a hit: cytoprotection (ATP increase), most hits filed as activators. AID 1471. 230,000 tested, 0.14% active;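 further: % of control where 0% means no effect; nearly all actives have a fitted effect of over 45% in size; toxic huntingtin expression switched on by the ecdysone agonist tebufenozide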
#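 Compounds added alongside 100 nM tebufenozide, which induces toxic Q103 huntingtin exon 1-GFP in stable PC12 cells; surviving cells quantified by luminescent ATP measurement. Medium: phenol red-free DMEM, 5% equine and 5% calf serum.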
# GAA glycogen mod: alters human alpha-glucosidase cleavage of glycogen | P10253 | recombinant GAA, glycogen substrate, Amplex Red glucose oxidase fluorescence | Potency, µM (series often up to 76.4 µM), for inactives: at the top dose activity change, negative = inhibition, usual class: inhibitors | 300,000 tested, 0.38% active;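 further: 0% = full enzyme reaction and -100% = no-enzyme basal signal; the screen sought inhibitors and activators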
#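 Recombinant human alpha-glucosidase (4 nM final) hydrolysed bovine liver glycogen (30 ug) for 40 min at 37 C in pH 5.0 citrate/phosphate with 0.01% Tween-20. Released glucose detected by glucose oxidase/Amplex Red, Ex 573/Em 610 nm. Compounds up to 77 uM; AC50 from Hill fits.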
# aGal spleen mod: inhibitors or activators of human alpha-galactosidase in spleen homogenate; P06280; human spleen homogenate, 4MU-alpha-Gal fluorescence, 40 min; Potency, µM (top dose mostly 80 µM), for the others: at the top dose activity change, negative = inhibition, hits mostly inhibitors; 240,000 tested, 0.008% active; AID 2107;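 further: 0% = enzyme with vehicle and -100% = no enzyme basal signal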
# Target sequence (P06280 32-429 limits assumed): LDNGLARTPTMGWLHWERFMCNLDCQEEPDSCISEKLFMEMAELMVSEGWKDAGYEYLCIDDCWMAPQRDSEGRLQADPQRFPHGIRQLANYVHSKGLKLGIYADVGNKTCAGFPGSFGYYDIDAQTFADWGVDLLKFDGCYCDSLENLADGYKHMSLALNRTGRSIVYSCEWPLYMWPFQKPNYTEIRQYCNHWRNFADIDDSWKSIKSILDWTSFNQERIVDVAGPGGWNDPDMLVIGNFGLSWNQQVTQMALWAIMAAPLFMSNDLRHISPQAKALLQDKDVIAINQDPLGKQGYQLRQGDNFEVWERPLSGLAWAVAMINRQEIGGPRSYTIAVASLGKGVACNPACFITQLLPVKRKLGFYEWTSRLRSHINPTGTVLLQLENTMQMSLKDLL
#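 qHTS titration in buffer at pH 5.0. Alpha-galactosidase activity in spleen homogenate was measured via 4-methylumbelliferone release from 1 mM fluorogenic substrate after 40 min at 37C and a pH 10 stop. AC50 came from Hill fits of control-normalized data.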
# Tau FP inhib: inhibitors of human tau fibril formation | 280,000 tested, 0.39% active | Potency, µM (highest dose often 57.7 µM), inactives show at the top dose activity, negative = inhibition, usual class: inhibitors | K18 P301L tau heparin fibrillization, Alexa594 FP, 6 h | P10636; further: on the % scale 0 is the no-effect control and ±100 the full control effect; nearly all actives have a fitted effect of over 55% in size
#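 FP of Alexa 594-tau after heparin (20 uM) induction. Substrate: human K18 P301L, 15 uM unlabeled, 0.24 uM labeled. Buffer 100 mM sodium acetate pH 7. 6 hr, 37 C.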
# GAA spleen mod: lysosomal alpha-glucosidase (human) modulation; Potency, µM (doses to about 79.9 µM), for the others: top-dose activity change, negative = inhibition, most hits filed as inhibitors; P10253; human spleen homogenate, 4-MU-alpha-glucoside fluorescence; 240,000 tested, 0.006% active;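 further: 0% = enzyme with vehicle and -100% = no enzyme basal signal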
#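 AC50 values come from Hill-equation fits of concentration-response data, normalized to no-enzyme and full-activity controls. Enzyme source: 1 ug human spleen homogenate; 1 mM fluorogenic 4-MU glucoside, pH 5.0 citrate buffer, 37 C, 40 min.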
# GAA inh: alpha-glucosidase (human) inhibition; P10253; purified human GAA, 4-MU-alpha-glucoside fluorescence; Potency, µM (highest dose often 76.9 µM), for the others: at the highest dose activity change, negative = inhibition, most hits filed as inhibitors; 200,000 tested, 0.005% active; AID 1466;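 further: plate controls were uninhibited enzyme wells for no effect and no-enzyme background for full effect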
#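 Read-out is 4-methylumbelliferone fluorescence (Ex 365/Em 440 nm) after NaOH/glycine stop at pH 10. Enzyme 4 nM, substrate 400 uM, pH 5.0 citrate buffer, 20 min room temperature; AC50 from Hill-equation concentration-response.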
# Tau fluor cs: counter-screen for tau fibril formation inhibitors. tau K18 P301L Alexa594 fluorescence, heparin fibrillization. Potency, µM (highest dose often 57.7 µM), for the others: at the top dose activity change, negative = decrease. 280,000 tested, 0.93% active; further: on the % scale 0 is the no-effect control and ±100 the full control effect; nearly all actives have a fitted effect of over 55% in size
#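 Human tau K18 P301L (15 uM unlabeled, 0.24 uM Alexa 594-labeled) in 100 mM sodium acetate pH 7 with 20 uM heparin, 6 hr at 37 C. ThT 30 uM added, 1 hr ambient; Alexa 594 FP and total fluorescence read at 555/632 nm.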
# Active calls of the source: *; ? = inconclusive; . = no result given; [ ] = another dose, or the depositor's remark. The call rests on the fitted dose curve; in most records, active means well fitted curve in the direction sought with a large enough effect; inconclusive means small, poorly fitted or top-dose-only effect, or another doubt; inactive means no such curve, though single readings can be large; an effect the other way counts as inactive or inconclusive. Potency means the concentration at half of the fitted maximal effect. Rows are unselected. Share with any hit: about 3.3%.
canonical_smiles,Tau fibril ThT,HTT ATP protect,GAA glycogen mod,aGal spleen mod,Tau FP inhib,GAA spleen mod,GAA inh,Tau fluor cs
COc1cccc(CNC(=O)Cc2ccc(-n3c(=O)[nH]c4ccccc4c3=O)cc2)c1,-4.6%,8.1%[10 µM],11.4%,4.0%,-0.2%,-4.0%,11.4%,-8.3%
COc1ccc(C2(CNC(=O)c3cccc([N+](=O)[O-])c3)CCOCC2)cc1OC,-1.4%,4.4%[10 µM],2.0%,-1.6%,-9.2%,-0.3%,-0.6%,-4.0%
Cc1ccc2cc(CNC(C)C)c(=O)[nH]c2c1,-5.0%,17.8%,-1.1%,3.1%,4.5%,0.8%,0.6%,-0.4%
O=C(NN1CCOCC1)c1cc(-c2ccccc2)nc2ccccc12,-8.4%,-3.3%,7.6%,11.6%,-3.9%,4.5%,-0.9%,-4.4%
C/C(=N\NC(=S)Nc1c(C)cccc1C)c1ccc(O)cc1,-14.2%,-17.9%[10 µM],?,-15.2%,-8.9%,-4.2%,.,-22.9%
Cc1onc(-c2ccccc2Cl)c1C(=O)Nc1ccc(-c2cn3cccnc3n2)cc1,3.6%,-9.3%,9.7%,?,-10.1%,?,?,4.1%
Cc1cccc(Nc2cc(=O)[nH]c(=O)[nH]2)c1,?,-1.7%[10 µM],4.2%,0.6%,4.8%,-3.6%,-3.3%,-15.0%
CN(CC#CC1(O)c2ccccc2-c2ccccc21)Cc1ccccc1,5.0%,13.8%[10 µM],-5.3%,0.5%,-3.0%,-4.0%,-6.2%,2.4%
Cc1ccc(S(=O)(=O)N2CCC(C(=O)Nc3ccc4c(c3)OCO4)CC2)cc1,-12.7%,-0.4%,4.2%,4.8%,9.7%,2.2%,-13.1%,-24.9%
COc1ccc(C(=O)Nc2cccc(C)c2)cc1,-15.3%,-106.2%[inhibitor],3.5%,5.9%,0.1%,-2.9%,?,2.4%
C/C(=N\NC(=O)C1(C)CC1(Br)Br)c1ccc([N+](=O)[O-])cc1 (configuration not stated),8.7%,-27.3%,3.8%,-2.3%,7.1%,-3.4%,8.2%,-19.4%
CCOc1cc(-c2nn3cnnc3s2)cc(OCC)c1OCC,0.5%,-15.6%,12.0%,4.7%,3.4%,1.1%,2.3%,2.8%
COc1ccc(N2CCN(CC(=O)N3N=CCC3c3ccccc3)CC2)cc1 (configuration not stated),-5.7%,.,-5.5%,4.2%,9.3%,0.2%,4.8%,0.0%
O=C(Nc1ccccc1C(=O)N1CCOCC1)C1CC(=O)N(C2CCCC2)C1 (configuration not stated),-11.1%,4.0%,3.6%,6.8%,-4.3%,7.9%,-1.6%,-1.7%
CCNc1nc(NCC)nc(Oc2ccc(N)cc2)n1,-6.9%,8.4%,-0.7%,5.0%,11.8%,-6.5%,-7.4%,-2.7%
Cc1cc(-c2ccccc2)nc(N(C)NC(=O)c2c(F)cccc2F)c1S(C)(=O)=O,15.7%,1.5%,-3.8%,0.8%,4.9%,-0.4%,-0.4%,5.1%
Cc1nc([N+](=O)[O-])c(N2CCN(C)CC2)n1Cc1ccccc1,6.0%,17.3%,5.3%,1.9%,-1.1%,-17.9%,1.5%,4.9%
COc1ccc(-c2nc3ccccc3s2)cc1NC(=O)c1ccc(C#N)cc1F,5.9%,.,2.3%[76.3 µM],.,1.6%,.,.,4.6%
CCOC(=O)c1c(NC(=S)Nc2ccc(Cl)cc2)sc(C)c1C,-6.8%,8.8%,-7.8%,2.9%,-8.1%,-4.5%,2.9%,-15.2%
COc1ccc2c(c1)CCc1c(C(=O)Nc3cnn(Cc4ccc(Cl)cc4Cl)c3)noc1-2,-14.2%,.,1.9%[76.3 µM],.,-6.7%,.,.,-23.2%
CCCn1c(C)nc2c(N3CCC(N(C)C)C3)nc(C)nc21 (configuration not stated),-1.5%,20.2%,.,10.6%,-1.7%,8.8%,.,-3.6%
c1ccc(C2=Nn3c(nnc3-c3ccncc3)SC2)cc1,-4.4%,25.1µM*,-3.6%,1.9%,-11.7%,5.4%,1.6%,-2.4%
COc1ccc(N2CCN(Cc3nnc(-c4cccc(Br)c4)o3)CC2)cc1,?,.,-0.1%[76.3 µM],.,8.2%,.,.,?
CCN1C(=O)N/C(=C/c2ccc(Sc3ccc(C)cc3)o2)C1=O,-6.3%,-25.0%,-3.6%,8.2%,-3.0%,0.5%,-0.6%,-10.1%
C=CCNC(=O)COC(=O)COc1ccc(Cl)cc1C,-6.9%,-4.9%,6.7%,10.6%,-2.8%,1.0%,-0.9%,-3.4%
COC(=O)/C=c1/s/c(=C(\C#N)C(=O)NCc2ccco2)n(-c2ccccc2)c1=O,-19.4%,-17.4%,11.4%,-14.6%,-1.5%,-6.7%,0.8%,-6.9%
O=C(NCCCn1ccnc1)c1cc2nc(-c3ccc(Br)cc3)cc(C(F)(F)F)n2n1,?,-18.2%[10 µM],0.9%,1.9%,5.0%,-5.3%,-6.5%,-11.3%
c1ccc2c(CNc3ccc(CNc4ncn[nH]4)cc3)cccc2c1,?,12.1%[10 µM],-24.8%,9.5%,?,1.9%,1.0%,?
Cc1ccc(CSc2oc(-c3cccs3)nc2S(=O)(=O)c2ccccc2)cc1,-12.2%,.,14.6%[76.3 µM],.,-21.0%,.,.,?
Cn1c(=O)c2c(ncn2CC(=O)N2CCc3ccccc3C2)n(C)c1=O,-6.4%,2.3%,4.0%,-6.1%,1.7%,-2.7%,4.8%,-3.5%
CC(C)c1nc(N2CCOCC2)c(C#N)c2c1CCCC2,-16.5%,-26.1%,-4.9%,0.1%,-1.7%,-6.7%,3.9%,-8.3%
Cc1cccc(CNC(=O)CCn2ccc3cc(S(=O)(=O)N4CCCC4)ccc32)c1,4.6%,.,-15.8%[76.3 µM],.,4.8%,.,.,-15.5%
O=C(CNC(=O)OCc1ccccc1)NC1CCCCCC1,-8.1%,12.5%[10 µM],0.1%,-6.2%,-8.1%,2.1%,0.3%[15.4 µM],-9.0%
C=CCNC(=O)CN1CCC(O)(c2ccccc2)CC1,-4.0%,-12.3%[10 µM],0.5%,1.2%,-4.6%,-15.2%,-2.7%,3.0%
O=C(CN1C(=O)C(c2ccc(F)cc2)=NC12CCCC2)Nc1ccc(F)cc1,-7.5%,-77.3%[inhibitor],-1.8%,2.6%,-8.1%,0.8%,-5.0%,-23.0%
CCn1cc(C(=O)NCc2cccs2)c(=O)c2cc(S(=O)(=O)N3CCOCC3)ccc21,-0.3%,-23.4%[0.074 µM],5.0%,8.5%,-8.5%,3.8%,.,-12.5%
CCCCCOC(=O)CSc1nc2sc3c(c2c(=O)n1Cc1ccccc1)CC(C)(CC)OC3 (configuration not stated),-16.7%,.,-5.7%[76.3 µM],.,-7.7%,.,.,-21.4%
Cc1ccc(NCCC(=O)c2cccc([N+](=O)[O-])c2)cc1,?,13.0%[10 µM],-1.3%,16.9%,?,-5.4%,0.1%,?
COc1ccc(CNC(=O)C(C)c2ccc([N+](=O)[O-])cc2)cc1 (configuration not stated),-2.9%,-16.4%,2.8%,5.2%,-1.1%,-1.4%,?,-7.1%
CC(=O)N(Cc1ccc(Br)cc1)c1ccccc1C(=O)O,1.2%,11.4%[10 µM],2.0%,-11.9%,3.8%,3.8%,.,1.1%
CCCCCOc1ccccc1C(=O)NCCCC(=O)O,-2.8%,-6.3%,6.9%,12.4%,-12.1%,6.0%,-2.4%,-1.1%
CC(=O)c1ccc(NC(=O)c2nc(-c3ccccc3)n(-c3ccccc3)n2)cc1,-7.9%,.,-0.6%[76.3 µM],.,2.8%,.,.,-12.3%
CCN(CC(=O)Nc1ccc(N2CCOCC2)cc1)CC(=O)NC(C)(C)C,-1.2%,-38.0%[inhibitor],-5.8%,6.3%,0.3%,.,0.3%,5.3%
Cc1ccc2c(CNCc3ccco3)cc(=O)oc2c1,-11.0%,11.0%[10 µM],8.0%,-3.7%,5.5%,-2.7%,?,2.5%
CC(=O)Nc1ccc(NC(=O)CSc2ccc(C)cc2)cc1,-20.7%,8.5%,5.5%,-2.0%,6.1%,2.1%,-1.4%,-14.3%
COC(=O)c1ccc(NS(=O)(=O)c2ccc3[nH]c4c(c3c2)CCCC4)cc1,1.4%,.,-11.4%[76.3 µM],.,-14.0%,.,.,10µM*[quencher]
COc1ccc(/C=C2\NC(=O)C(C=NCc3ccccc3)=C2O)cc1,-3.4%,.,-5.1%,5.0%,-6.5%,-3.1%,3.4%,-11.2%
O=C(Nc1ccc2c(c1)OCO2)c1cnccn1,-17.0%,-83.2%[inhibitor],-2.8%,5.4%,0.2%,1.7%,2.9%,-11.2%
C#CC[N+](CC)(CC)CC#Cc1cccc(Cl)c1,10.7%,-22.3%,3.8%,-3.5%,3.2%,-10.1%,-0.6%,4.9%
CCN(CC)CCCNc1nc(N)c([N+](=O)[O-])c(NCCO)n1,8.2%,5.2%[10 µM],-2.0%,-1.6%,-5.4%,-0.6%,.,3.5%
Cn1c(=O)cc(SCC(=O)Nc2cccnc2)c2ccccc21,-11.8%,-18.2%,-11.6%,-2.7%,-7.8%,-1.6%,-4.0%,-12.2%
Clc1cccc(Oc2cnc3ccccc3n2)c1,-5.9%,1.4%,10.7%,13.9%,-12.4%,3.0%,0.7%,-14.6%
COc1ccc(OC)c(CCNC(=O)CN2C(=O)COc3ccc(S(=O)(=O)N4CCCCCC4)cc32)c1,-5.9%,.,3.8%[76.3 µM],.,-0.4%,.,.,-22.1%
CC(C)c1ccc(NC2=NCC(=O)N2Cc2cccs2)cc1,-4.5%,0.1%[10 µM],1.7%,-2.4%,11.0%,-3.0%,12.9%,-5.6%
